Bioassay records deposited in PubChem by several laboratories.
T cell HTS: modulators of CD8 T cell-vesicle binding, primary screen, mouse 2C CD8+ T cells, flow cytometry | 2C CD8+ T cell-vesicle binding; active compounds read low | 0.068% of 330,000 active | calls only at 7 µM | AID 2052, 2009;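 active means response, share of CD8 T cells binding vesicles, and their 90th percentile fluorescence all below set limits, cut at about 80% in these data, passing the limit was not always enough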
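Read-out – percent CD8+ FL2 mean versus row control · System – murine 2C transgenic CD8+ T lymphocytes · Times – 1.5 h cell–vesicle binding at 37 °C, then 20 min icy labelling · Control set – naked vesicles low, QL9 vesicles with vehicle high · Detection – cytometric PE anti-B7-1 and Alexa647 anti-CD8 signals after 1% paraformaldehyde fixation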
Hep lipid drop: inhibitors of hepatocyte lipid droplet formation, primary screen, imaging, high-throughput imaging, BODIPY stain | AML12 mouse hepatocytes, oleate lipid droplets | inhibition, % at 6.5 µM | 0.4% of 240,000 active;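 active means lipid droplet intensity inhibited by at least 50%, with more than 500 cells counted; inconclusive means wells with under 300 cells, treated as cytotoxic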
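Material – mouse AML12 hepatocyte cell line, fixed after treatment · Compound dosing – one dose, 6.5 µM compound · Times – compound with oleate, overnight · Measured by – Image-based BODIPY and DAPI two-channel analysis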
Myeloid diff MLP: induction of myeloid progenitor differentiation, primary screen, cell-based, flow cytometry, MLPCN library. ER-HoxA9 myeloid progenitors, lysozyme-GFP differentiation. 1% of 360,000 active. AID 624256, 2012. calls only at 10 µM;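 active means normalized GFP-positive differentiation at or above the plate's own cutoff, the solvent-only control mean plus 3 SD; inconclusive means no clear call, values can overlap the other calls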;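 further: cells exposed to compound for four days before flow analysis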
Hep lipid drop cells 6.5 µM: also measured in Hep lipid drop; calls as there; cell count; measured here: cell count, cytotoxicity flag;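 cells counted across two imaged fields per well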
T cell HTS vesicle-bound %: also measured in T cell HTS; calls as there; double positive events, %; measured here: CD8+ vesicle-bound cell fraction;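 binding gate set so that unloaded-vesicle control wells show 10% double positive cells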
Myeloid diff MLP GFP+ MAC1+ %: further read-out of Myeloid diff MLP, marked with its call; GFP+ MAC1+ double positive, %; measured here: differentiation confirmed by MAC1 staining
* hit, by the source's call; i = inactive; u = inconclusive; x = not tested or not shown.

SMILES | T cell HTS | T cell HTS vesicle-bound % | Hep lipid drop | Hep lipid drop cells 6.5 µM | Myeloid diff MLP | Myeloid diff MLP GFP+ MAC1+ %
CCOCCCNc1ccc(N2C(=O)CCCC2=O)cc1[N+](=O)[O-] | i | 26.9 | -6.3 | 823 | i | 0.8
CSc1ccccc1C(=O)NC1CCSc2ccccc21 (centres undefined) | i | 29.7 | -12.7 | 807 | i | 1.6
Cc1ccc(CNS(=O)(=O)c2ccc3c(c2)C(C)(C)C(=O)N3C)cc1 | i | 50.0 | -5.8 | 821 | i | 1.6
COc1ccc(C(=O)Nc2ccc(NC(=O)c3ccccc3)cc2)cc1S(=O)(=O)N1CCOCC1 | i | 44.6 | -2.9 | 786 | i | 0.5
O=C(Nc1cc(Cl)ccc1N1CCOCC1)c1cc2ccccc2o1 | i | 17.4 | 22.1 | 815 | i | 0.8
COCCn1c(C)c(C)c2c(NCCc3ccccc3)ncnc21 | i | 48.9 | -12.1 | 830 | i | 0.6
COc1ccc(C2=NS(=O)(=O)N(C)C(C(=O)N3CCOCC3)=C2)cc1OC | i | 26.7 | -4.7 | 769 | i | 1.4
O=C(Nc1ccccc1C(=O)N1CCOCC1)c1cc2ccccc2o1 | i | 61.3 | 1.1 | 835 | i | 0.2
CC(C)CC(=O)N1CC(=O)Nc2ccc(F)cc2C1c1ccccc1 (centres undefined) | i | 65.6 | -19.0 | 798 | i | 1.2
CCc1ccccc1NC(=O)CCC(=O)N1CCSc2ccccc21 | i | 48.8 | -11.5 | 792 | i | 0.7

Compounds shown so far with sulfur, in the order listed:
SMILES | T cell HTS | T cell HTS vesicle-bound % | Hep lipid drop | Hep lipid drop cells 6.5 µM | Myeloid diff MLP | Myeloid diff MLP GFP+ MAC1+ %
CSc1ccccc1C(=O)NC1CCSc2ccccc21 (centres undefined) | i | 29.7 | -12.7 | 807 | i | 1.6
Cc1ccc(CNS(=O)(=O)c2ccc3c(c2)C(C)(C)C(=O)N3C)cc1 | i | 50.0 | -5.8 | 821 | i | 1.6
COc1ccc(C(=O)Nc2ccc(NC(=O)c3ccccc3)cc2)cc1S(=O)(=O)N1CCOCC1 | i | 44.6 | -2.9 | 786 | i | 0.5
COc1ccc(C2=NS(=O)(=O)N(C)C(C(=O)N3CCOCC3)=C2)cc1OC | i | 26.7 | -4.7 | 769 | i | 1.4
CCc1ccccc1NC(=O)CCC(=O)N1CCSc2ccccc21 | i | 48.8 | -11.5 | 792 | i | 0.7

Continuation:
SMILES | T cell HTS | T cell HTS vesicle-bound % | Hep lipid drop | Hep lipid drop cells 6.5 µM | Myeloid diff MLP | Myeloid diff MLP GFP+ MAC1+ %
Cc1cccc(CNC(=O)c2ccccc2NC(=O)C2=CSCCO2)c1 | i | 23.9 | -33.5 | 732 | i | 1.2
CN1CCc2c(sc(NC(=O)c3cc(Cl)sc3Cl)c2C(N)=O)C1 | i | 14.4 | -9.4 | 742 | i | 6.6
CCOc1ccc(N(C)S(=O)(=O)c2cc(-c3cc(C)no3)ccc2CC)cc1 | i | 11.2 | -15.3 | 668 | i | 1.1
COc1ccc(-n2ncc3c(N(C)C4CCCCC4)ncnc32)cc1 | i | 45.3 | 1.2 | 741 | i | 2.6
CN1CCN(S(=O)(=O)c2cc(Cl)c(Cl)cc2Cl)CC1 | i | 50.7 | -40.2 | 816 | i | 0.2
CC(C)(C)OC(=O)N1CCC(c2c(C(=O)N3CCN(C4CCCCC4)CC3)cnn2-c2ccc(F)cc2)CC1 | i | 24.4 | -8.3 | 765 | i | 4.7
Cc1cc(NC(=O)c2cccs2)cc(-c2nc3ncccc3o2)c1O | i | 18.0 | 1.2 | 658 | i | 0.7
C=CCOc1c(Br)cc(CNn2c(C)n[nH]c2=S)cc1OCC | i | 36.6 | 0.4 | 832 | i | 0.5
CC1CCCCN1C(=O)CSc1nnc(-c2cccnc2)o1 (centres undefined) | i | 27.9 | 1.1 | 790 | i | 1.9
O=C(NCCN1CCOCC1)/C(=C\c1ccccc1Cl)NC(=O)c1ccccc1 | i | 20.0 | -3.4 | 739 | u | x
COCCNC(=O)C1CCN(C(=O)C2CC(=O)N(c3ccc(C)cc3)C2)CC1 (centres undefined) | i | 15.5 | 9.5 | 676 | i | 3.3
COc1ccc(NC(=O)Cn2nnc(C(=O)Nc3ccc(F)c(Cl)c3)c2N)cc1 | i | 1.6 | -0.7 | 698 | i | 1.0
NC(=O)c1nsc(C(=O)N(c2cccc(F)c2)C(C(=O)NC2CCCC2)c2ccco2)c1N (centres undefined) | i | 58.3 | -42.0 | 731 | i | 1.6
C=CCOc1ccc2ccccc2c1CNn1c(C)n[nH]c1=S | i | 8.1 | -8.1 | 781 | i | 0.5
Cc1c(C(=O)Nc2ccc(S(=O)(=O)Nc3ncccn3)cc2)oc2ccc(Cl)cc12 | i | 63.7 | 4.7 | 685 | i | 3.7
CC(=O)c1cccc(NC(=O)N2CC(C)OC(C)C2)c1 (centres undefined) | i | 7.8 | 5.3 | 794 | i | 2.3
Cc1ccc2nc(/C(C#N)=C/c3ccc(-c4ccccc4C(=O)O)o3)[nH]c2c1 | i | 21.4 | -0.6 | 833 | i | 1.1
Cc1ccc(Nc2nc(Cl)nc(NC3CCCCC3)n2)cc1 | i | 54.5 | -3.3 | 677 | i | 0.0
CNC(=O)CSc1nc2sccc2c(=O)n1-c1ccccc1 | i | 42.7 | 9.9 | 782 | i | 2.0
CN(C)C(=O)c1ccc(Nc2nc(-c3cccs3)nc3ccccc23)cc1 | i | 36.2 | 13.4 | 810 | i | 1.3
Cc1ccc(S(=O)(=O)/N=C/c2c(O)ccc3ccccc23)cc1 | i | 58.9 | 19.6 | 828 | i | 0.5
Cc1ccccc1OCCC(=O)OCC(=O)c1c(N)n(CC(C)C)c(=O)n(C)c1=O | i | 16.6 | -35.2 | 611 | u | x
CCOc1nc(-c2ccccc2)c2cc(C)ccc2n1 | i | 36.0 | -17.7 | 749 | i | 0.3
Cc1nnc(NC(=O)CSc2nnc(CC(=O)Nc3ccccc3Cl)n2C)s1 | i | 27.6 | 0.7 | 868 | i | 0.3
COc1ccc(NC(=O)CCc2nnc3ccc(N4CCC(C)CC4)nn23)cc1OC | i | 39.9 | -2.7 | 596 | i | 0.8
Oc1ccccc1C(=S)N1CCN(C(=S)c2ccccc2O)CC1 | i | 34.8 | -0.3 | 712 | i | 0.7
Cc1ccc(NC2CCCN(C(=O)c3cn(C)c4ccccc34)C2)cc1C (centres undefined) | i | 34.2 | -34.7 | 643 | i | 0.7
O=C(NNS(=O)(=O)c1ccccc1)c1cccc([N+](=O)[O-])c1 | i | 62.1 | -0.2 | 763 | i | 0.2
CC(C)n1c(/N=C/c2ccccc2O)nc2ccccc21 | i | 59.8 | 0.2 | 825 | i | 1.7
CCCNC(=O)c1ccc(N2CC3CC(C2)c2cccc(=O)n2C3)c(NC(=O)Nc2ccc(CC)cc2)c1 (centres undefined) | i | 26.9 | 7.0 | 694 | i | 4.8
CCOc1cc(/C=N/NC(=O)c2ccc3c(c2)OCCO3)cc(Br)c1O | i | 30.5 | 0.3 | 782 | i | 0.8
COc1ccc(Cc2nc3ccc(C(=O)N4CCCCC4CCO)cc3o2)cc1 (centres undefined) | i | 18.0 | -20.7 | 776 | i | 0.7
Cc1ccccc1C(=O)Nc1ccccc1N1CCN(C(=O)c2ccccc2)CC1 | i | 46.7 | -13.5 | 819 | i | 0.7
CN(CC(=O)Nc1ccccc1Br)C(=O)C(Cc1ccccc1)NC(=O)c1ccccc1 (centres undefined) | i | 7.0 | 0.4 | 821 | i | 0.5
COc1ccc(CCN(C)C2CCCN(C(=O)CCC(F)(F)F)C2)cc1OC (centres undefined) | i | 58.3 | -0.6 | 781 | i | 0.3
O=c1cc(-c2ccccc2)nc(Cc2c(Cl)cccc2Cl)[nH]1 | i | 34.7 | -0.8 | 403 | i | 0.8
Cc1ccc(C)c(NC(=S)N2CCN(S(C)(=O)=O)CC2)c1 | i | 18.7 | -4.6 | 724 | i | 0.4
CCOc1ccc(CNC(=O)CCCn2ccc3cc(S(=O)(=O)N4CCCC4)ccc32)cc1 | i | 39.5 | -2.1 | 688 | i | 1.0
NC(=O)c1ccc(N2CCNC(=O)C2)c([N+](=O)[O-])c1 | i | 14.6 | -7.9 | 804 | i | 1.3
COc1ccccc1CNC(=O)CN1C(=O)c2ccccc2S1(=O)=O | i | 22.9 | 16.5 | 622 | i | 0.4
Cc1ccc(N2C(=O)C(Cl)=C(N3CCOCC3)C2=O)c(C)c1 | i | 58.5 | 20.4 | 831 | i | 0.8
O=C(CN1CCN(S(=O)(=O)c2cc(Cl)ccc2Cl)CC1)c1ccc(O)c(O)c1 | i | 14.6 | -8.1 | 728 | u | x
CC12CCC(C(=O)OC3CCCCC3)(OC1=O)C2(C)C (centres undefined) | i | 52.0 | 0.7 | 775 | i | 0.3
O=C(NCCc1ccccc1)C1CCN(S(=O)(=O)N2CCOCC2)CC1 | i | 33.9 | 4.4 | 775 | i | 0.9
CCCOC(=O)C1=C(C)NC(=O)NC1c1cc2c(cc1Br)OCO2 (centres undefined) | i | 53.9 | -2.5 | 853 | i | 1.6
Cc1cc(C)n(-c2ccc(NC(=O)C3CCN(Cc4ccc(C)o4)CC3)cc2)n1 | i | 22.3 | -1.7 | 656 | i | 1.4
O=C(N[C@H]1CCCCNC1=O)c1cc(COc2ccc(F)cc2F)on1 | i | 23.3 | 4.8 | 730 | i | 0.0
Cc1cc(OCC(=O)NCCCN2CCCC2=O)c2c(C)cc(=O)oc2c1 | i | 9.1 | 3.2 | 738 | u | x
Cc1cc(C)cc(NS(=O)(=O)c2c(C)[nH]c(=O)[nH]c2=O)c1 | i | 24.8 | 5.9 | 818 | i | 0.5
Cc1cccc(NC(=O)CS(=O)CC(=O)Nc2cnc3ccccc3c2)c1C (centres undefined) | i | 27.3 | -6.1 | 747 | u | x
The list continues.
SMILES | T cell HTS | T cell HTS vesicle-bound % | Hep lipid drop | Hep lipid drop cells 6.5 µM | Myeloid diff MLP | Myeloid diff MLP GFP+ MAC1+ %
CCN(C(=O)COc1nc(C)cc(C)c1C#N)c1ccccc1 | i | 52.2 | -12.2 | 786 | i | 0.7
C/C(=N\NC(=O)COc1cccc2ccccc12)c1cccs1 | i | 62.5 | -2.7 | 820 | i | 0.7
COc1cc(CNc2nc3ccccc3s2)cc(OC)c1OC | i | 60.6 | 10.2 | 779 | i | 0.6
O=C(OCCN1CCCCC1)c1ccccc1Br | i | 35.0 | -0.8 | 391 | i | 0.5
O=C(Cc1cccs1)Nc1ccc(F)cc1 | i | 37.7 | -0.3 | 801 | i | 0.4
Cc1ccc(-c2csc3ncnc(NCCC(=O)O)c23)cc1 | i | 43.6 | -3.1 | 824 | i | 0.7
Cc1cccc(NC(=O)CC2(CC(=O)O)CCCC2)c1 | i | 35.0 | 0.1 | 808 | i | 0.4
Cc1ccccc1S(=O)(=O)Cc1ccc(C(=O)NC2CCCCC2)o1 | i | 6.9 | -0.4 | 811 | i | 3.0
Cn1nnc(NC(=O)c2ccc(Br)o2)n1 | i | 12.8 | -4.5 | 649 | i | 1.9
CCOC(=O)CNC(=O)N1CCc2ccc(NC(=O)c3ccccc3Cl)cc2C1 | i | 51.0 | 8.2 | 723 | i | 0.4
O=C(NCCCCNC(=O)c1ccccc1F)c1ccccc1F | i | 52.3 | 9.2 | 789 | i | 0.6
CC(C)C[C@H](NC(=O)c1[nH]cnc1C(=O)N[C@@H](Cc1ccccc1)C(=O)OCc1ccccc1)C(=O)OCc1ccccc1 | i | 17.7 | 0.7 | 810 | i | 1.3
O=C(CCC(=O)Nc1nnc(C2CCCCC2)s1)Nc1ccccc1 | i | 18.3 | -1.7 | 719 | i | 0.3
COc1cccc(-c2ccc(NC(=O)C3CCCN(Cc4ccc(CO)o4)C3)cc2)c1 (centres undefined) | i | 46.0 | -1.0 | 726 | i | 1.0
Cc1cc(C)c(NC(=O)CSc2nnc(CNC(=O)c3ccco3)o2)c(C)c1 | i | 50.9 | -2.5 | 679 | i | 1.3
CCn1ccnc1CN(C)Cc1c(C(=O)N2CCCCCCC2)nc2ccc(Cl)cn12 | i | 5.6 | -14.5 | 677 | i | 0.7
CC(C)N(Cc1c(O)ccc2c(=O)c(-c3ccc(Cl)cc3)coc12)C(C)C | i | 54.7 | -1.1 | 783 | i | 0.3
COC(=O)c1c(NC(=O)C2CCCCC2)sc2c1CC(C)(C)NC2(C)C | i | 41.1 | -1.6 | 721 | i | 6.3
Cc1ccc(CNC(=O)CNC(=O)[C@@H]2Cc3ccccc3CN2)cc1 | i | 15.8 | -4.8 | 759 | i | 2.8

Some of the compounds tested, so the mix of outcomes need not match the whole.
